Screening results (PubChem BioAssay)
H1N1 NS1A inhibition: H1N1 influenza NS1A inhibitors, functional cell based assay (AID 504329) | NS1A functional cell-based assay, percent inhibition; higher % means a stronger effect | one-dose inhibition, % at 12.5 µM; IC50 in µM for titrated hits | actives 0.3% (n = 340,000); in the data active = a potency from the dose series; inconclusive = inhibition above about 27% without an active follow-up result; also: strong numbers were not always called active
tuberculosis growth: growth inhibition of non-replicating M. tuberculosis (AID 488890) | Mycobacterium tuberculosis non-replicating, growth inhibition; higher % means a stronger effect | one-dose inhibition, % at 25 µM; IC50 in µM for titrated hits | actives 0.39% (n = 320,000); in the data active = a potency from the dose series; inconclusive = inhibition mostly from about 82% at the one dose, without a potency; inactive = the rest, 99 in 100 with inhibition below about 76%;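 also: plate controls were DMSO cells for no effect and high antibiotic wells for full effect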
PhoP GFP inhibition: PhoP regulon inhibitors, Salmonella typhi PhoP promoter GFP reporter, confirmatory (AID 1850); inhibition, % at 50 µM, or IC50 in µM where a hit was titrated; actives 0.33% (n = 310,000); Salmonella Typhi PhoP-promoter GFP reporter, fluorescence, 4 h; higher % means a stronger effect; in the data active = a potency from the dose series; inconclusive = inhibition mostly from about 25% at the one dose, without a potency; inactive = the rest, 99 in 100 with inhibition below about 19%;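 also: 0% = induced wells with vehicle and 100% = uninduced wells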
inhibitors of VEEV: inhibitors of VEEV TC-83 cytopathic effect, confirmation, Vero cells (AID 588727); Vero cells, VEEV TC-83 cytopathic effect inhibition; higher % means a stronger effect; inhibition, % at 20 µM; hits with a dose series show IC50 in µM; actives 0.13% (n = 350,000); in the data active = a potency from the dose series; inconclusive = inhibition mostly from about 14% at the one dose, without a potency; inactive = the rest, 99 in 100 with inhibition below about 12%; also: strong numbers were not always called active
M. tuberculosis HTS: M. tuberculosis growth inhibition, HTS (AID 449762). M. tuberculosis H37Rv growth inhibition, 7H9 media; higher % means a stronger effect. actives 0.59% (n = 330,000). inhibition, % at 25 µM; hits with a dose series show IC50 in µM; in the data active = a potency from the dose series; inconclusive = inhibition above about 70% without an active follow-up result;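 also: bacterial growth assessed after seven days of incubation; strong numbers were not always called active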
inhibitors of VEEV 10K pilot screen: further read-out of inhibitors of VEEV, marked with its call; inhibition, %; measured here: 10K pilot screen inhibition
Starred values were filed as active, the others as inactive; i = inactive; ? = inconclusive; / = not tested or not shown.

SMILES	H1N1 NS1A inhibition	tuberculosis growth	PhoP GFP inhibition	inhibitors of VEEV	M. tuberculosis HTS	others
Cc1ccc2nc(-c3ccncc3)cc(C(=O)NCc3ccccc3F)c2c1	-14.4%	5.5%	-7.2%	8.8%	66.8%
COc1cccc(OCc2ccc(C(=O)NCC3CCCO3)cc2)c1 (stereo not drawn)	-1.5%	54.8%	-1.6%	1.8%	-0.4%
CC(=O)c1sc(NC(=O)CS(=O)(=O)c2ccccc2)nc1-c1ccccc1	-2.4%	3.6%	0.1%	1.9%	-9.9%
CC(C)c1cccc(-c2ccc3c(c2)S(=O)(=O)c2cccc(C(=O)O)c2C3=O)c1	2.8%	49.7%	/	0.8%	-13.4%
Cn1c(SCC(=O)N2CCc3ccccc32)nnc1-c1ccc(S(=O)(=O)N2CCCC2)cc1	-3.6%	-1.6%	-7.7%	2.0%	4.7%
O=C(c1ccc2nc3ccc(Cl)cc3c(=O)n2c1)N1CCOCC1	2.0%	55.2%	-6.5%	0.3%	?
COc1ccc(NC(=O)c2cc3c([nH]c4ccccc43)c(C)n2)cc1	-7.3%	25.7%	14.2%	2.6%	0.5%
COc1ccc(/C=N/Nc2nc(Nc3ccccc3)nc(N3CCCC3)n2)cc1[N+](=O)[O-]	4.2%	7.7%	6.8%	i	1.6%
COc1ccc(N2CCN(C(=O)CN3C(=O)COc4ccccc43)CC2)cc1	-4.6%	5.9%	2.0%	0.1%	-1.8%
CCNC(=O)C1CCCN1C(=O)C(CCCN=C(N)N)NC(=O)C(CC(C)C)NC(=O)C(Cc1cn(Cc2ccccc2)cn1)NC(=O)C(Cc1ccc(O)cc1)NC(=O)C(CO)NC(=O)C(Cc1c[nH]c2ccccc12)NC(=O)C(Cc1cnc[nH]1)NC(=O)C1CCC(=O)N1 (stereo not drawn)	/	59.7%	-11.7%	/	56.4%
CCOC(=O)C1=C(C)N(C[C@@H]2CC[C@@H](Cc3ccc(-c4ccccc4)cc3)O2)C(=O)NC1c1ccc(C(F)(F)F)cc1 (stereo partly drawn)	-2.8%	/	/	1.4%	/
CCC(OC(=O)c1nsc(Cl)c1Cl)C(=O)NCC1CCCO1 (stereo not drawn)	-1.4%	6.5%	1.2%	0.7%	7.9%
O=C(N/N=C/c1ccccc1OCc1ccccc1)c1cccs1	-3.9%	4.7%	8.0%	0.4%	7.8%
Cc1nc(NC(=O)CSc2ccccc2N)sc1C	/	-12.3%	-9.8%	/	-15.7%
COc1cccc(N2CCN(C(=O)c3ccc4ccccc4c3)CC2)c1	12.6%	/	/	1.9%	/
Cc1cc(C)c(C#N)c(SCC(=O)OC2CCCCC2)n1	3.9%	?	-4.8%	i	3.8%	inhibitors of VEEV 10K pilot screen=1.0
NC(=O)C1CCN(C(=O)c2ccc(NS(=O)(=O)c3ccc(F)c(F)c3)cc2)CC1	-9.1%	-6.3%	/	0.8%	-8.1%
CSCCC(NS(=O)(=O)c1cccc(C(F)(F)F)c1)C(=O)N(C)CCOc1ccc(Cl)cc1 (stereo not drawn)	-4.3%	-5.4%	-0.7%	4.8%	-2.1%
C[C@]12CC[C@H]3C(CCC4(O)CC(O)CC[C@]34C=O)C1=CC[C@H]2c1ccc(=O)oc1 (stereo partly drawn)	-7.8%	3.3%	-3.5%	11.6%	0.4%
Cc1ccc(C)c(-c2nnc(NC(=O)C3=COCCO3)o2)c1	-6.9%	i	1.5%	1.6%	5.33µM*
COc1cccc(NC(=O)C2CCCN(S(=O)(=O)c3cccc4nsnc34)C2)c1 (stereo not drawn)	5.1%	7.0%	4.0%	6.7%	-3.6%
COc1ccccc1NS(=O)(=O)c1cc(C)ccc1C	3.3%	12.2%	4.2%	0.1%	0.6%	inhibitors of VEEV 10K pilot screen=0.9
CCOC(=O)C1=CN(Cc2cccc(F)c2)S(=O)(=O)N(C)C1c1cccc(OC)c1 (stereo not drawn)	-27.0%	/	/	1.1%	/
COc1cc(C2C(C(=O)c3cccs3)=C(O)C(=O)N2Cc2ccco2)cc(OC)c1OC (stereo not drawn)	-3.2%	11.2%	0.9%	i	-7.3%
CCOc1ccccc1NC(=O)CCN1CCN(S(=O)(=O)c2ccc(Br)cc2)CC1	-10.2%	2.4%	-3.0%	0.3%	10.8%
CSc1nc(-c2ccccc2)nc(NC(C)=O)c1C(C)=O	-7.2%	15.5%	-1.7%	2.1%	1.5%
CCOC(=O)/C(C(C)=O)=C1/OC(=O)c2ccccc21	-2.0%	2.5%	-7.2%	0.9%	-0.2%
Cc1cc(-c2ccc(N)c(C)c2)ccc1N	-2.9%	/	/	1.0%	/
COc1ccc(NC(=O)c2ccco2)cc1NC(=O)c1ccccc1[N+](=O)[O-]	9.5%	-13.7%	-5.9%	3.8%	0.7%
COc1ccc(/C=N/NC(=O)c2ccn[nH]2)cc1COc1ccc([N+](=O)[O-])c(C)c1	/	28.8%	-3.4%	10.9%	2.9%
COc1ccc(-n2nnnc2/C=C/Nc2cc(C(F)(F)F)ccc2OC)cc1	-20.2%	-21.0%	-5.3%	2.1%	2.5%
CCC(CO)Oc1cc(NC(=O)c2ccc(OC)cc2)c2ncn(C(C)C)c2c1 (stereo not drawn)	2.4%	24.1%	/	1.0%	0.9%
CCCCCn1c(N2CCC(C(N)=O)CC2)nc2c1c(=O)[nH]c(=O)n2C	5.8%	-5.0%	-0.9%	i	-1.5%
CCCCn1c(SCC2CCCCO2)nc2cc(S(N)(=O)=O)ccc21 (stereo not drawn)	8.8%	9.6%	-13.9%	5.8%	-1.4%
Cc1c(OCC(=O)N(C)c2ccccc2)ccc2c3c(c(=O)oc12)CCC3	1.8%	3.7%	-0.6%	5.5%	3.7%
CCOc1ccc(Cn2c(C)nc([N+](=O)[O-])c2SCC(O)CCl)cc1[N+](=O)[O-] (stereo not drawn)	5.7%	12.0%	-10.0%	5.0%	6.9%
COc1ccc(C2=CC(c3c(C)nn(-c4ccccc4)c3Cl)n3nnnc3N2)cc1OC (stereo not drawn)	1.9%	30.8%	10.4%	11.6%	40.8µM*
COc1cccc(/C=C/C(=O)Nc2ccc3c(c2)OCCO3)c1OC	1.4%	15.2%	11.9%	10.1%	14.9%
O=C(CCCn1cnc([N+](=O)[O-])n1)Nc1cccc(Cl)c1Cl	27.0%	16.1%	4.9%	i	-1.0%
CCOC(=O)C1CCN(S(=O)(=O)c2cc(F)ccc2OC)CC1	2.4%	2.7%	-10.9%	0.3%	5.9%
NC(=O)[C@@H]1CCCN1C(=O)c1ccc2nc(Cc3cccc(Cl)c3)oc2c1	-6.4%	-4.7%	4.7%	2.0%	3.7%
COCCCn1c(C(=O)N2CCOCC2)cc2c(=O)n3ccccc3nc21	19.9%	-6.3%	-8.5%	i	-4.8%
COc1ccc(OC)c(S(=O)(=O)Nc2cccc3ccc(O)cc23)c1	-19.1%	17.4%	-21.9%	0.4%	-5.7%
Cc1cc(C)cc(Oc2c(C(F)(F)F)oc3cc(OCC(=O)O)ccc3c2=O)c1	-15.3%	5.4%	-10.3%	i	-3.7%
O=C(c1ccco1)N1CCN(S(=O)(=O)c2ccc(S(=O)(=O)NC3CC3)cc2)CC1	0.7%	0.4%	-4.4%	i	-9.8%
O=C(Cc1ccccc1)N1CCN(Cc2cccnc2)CC1	12.4%	11.1%	-12.9%	0.1%	-6.3%
Nc1nc(SCC(=O)Nc2ccccc2Sc2ccccc2)n[nH]1	-1.4%	8.0%	-1.4%	0.4%	1.6%
CCOC(=O)C1=C(CSc2nc(CC)c(C)cc2C#N)OC(N)=C(C#N)C1c1ccccc1 (stereo not drawn)	0.1%	18.7%	2.2%	i	6.5%
Cc1cc(C)c(NC(=O)CSc2nnc(-c3ccco3)n2N)c(C)c1	5.1%	2.4%	6.5%	2.4%	-6.5%
O=C(COC(=O)/C=C/c1ccc(F)cc1)NCC1CCCO1 (stereo not drawn)	-7.6%	16.9%	/	3.2%	6.5%
CCOn1c(=O)c(C)[n+]([O-])c2ccccc21	-15.4%	-1.1%	-18.3%	i	-8.4%
COc1ccc(CCNC(=O)C(=O)c2c(C)n(C)c3ccccc23)cc1OC	0.7%	8.1%	-1.0%	i	-0.9%
CN(CC(=O)Nc1ccc(Cl)cc1)C(=O)c1ccc(NS(=O)(=O)c2ccc3[nH]c(=O)[nH]c3c2)cc1	1.5%	-11.8%	2.4%	1.3%	25.3%
CCCOC(=O)c1ccc(Cl)c(NC(=O)c2ccc(-c3ccccc3)cc2)c1	-9.1%	9.2%	7.7%	i	-4.8%
COC(=O)CN1C(=O)[C@H]2[C@@H](C3CC3)N3C(=O)CN(Cc4ccccn4)C(=O)[C@@]3(Cc3ccccc3)[C@H]2C1=O	-12.8%	-4.8%	1.2%	0.1%	1.7%
COc1cc(CCC(=O)OCC(=O)NCc2ccc(Cl)cc2)cc(OC)c1OC	0.1%	-4.7%	5.4%	0.3%	-4.4%	inhibitors of VEEV 10K pilot screen=0.7
CC1(C(=O)NC23CC4CC(CC(C4)C2)C3)CC1(Cl)Cl (stereo not drawn)	5.4%	10.9%	7.5%	i	0.7%	inhibitors of VEEV 10K pilot screen=0.2
COc1ccc(/C=C2\CCCc3c2nc2ccc(C)cc2c3C(=O)O)cc1O	-11.5%	2.0%	22.3%	0.9%	0.2%
COC(=O)CSc1nc(N)c(NC(=O)c2ccc(OC)c(OC)c2)c(=O)[nH]1	4.1%	-10.9%	-5.2%	0.7%	-1.7%
CC[C@H](C)[C@@H](C(=O)NCCCCCCCCCCC(=O)N1CCNCC1)n1cc(CCCCN=C(N)N)nn1	1.0%	?	1.2%	0.1%	56.0%
Remaining list, next part:
SMILES	H1N1 NS1A inhibition	tuberculosis growth	PhoP GFP inhibition	inhibitors of VEEV	M. tuberculosis HTS	others
CCOC(=O)N1CCN(C(=O)c2nn(-c3cc(OC)cc(OC)c3)c(=O)c3ccccc23)CC1	/	0.3%	7.3%	/	3.1%
Cn1c(-c2ccccc2)cnc1NCc1ccc(-c2ccccc2)cc1	6.8%	?	14.2%	i	?
COc1cccc(-n2c(SCC(N)=O)nnc2-c2c[nH]c3ccccc23)c1	-1.7%	3.3%	6.4%	3.8%	-13.0%
CC(=O)c1ccc(S(=O)(=O)N2CCN(CC(=O)Nc3ccccc3C(=O)NC3CC3)CC2)cc1	-11.6%	17.0%	/	8.0%	3.2%
